D2 ag: D2 dopamine receptor (human) agonism. activation, % at 2 µM. HEK293 T-REx D2 cells, calcium flux agonist mode. actives 0.53% (n = 340,000). AID 485358;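 active = activation over 3 SD above normal in the single-dose calcium agonist read, cut at about 30% in these data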; also: 0% is about no effect
Target sequence (P14416 whole entry, looked up): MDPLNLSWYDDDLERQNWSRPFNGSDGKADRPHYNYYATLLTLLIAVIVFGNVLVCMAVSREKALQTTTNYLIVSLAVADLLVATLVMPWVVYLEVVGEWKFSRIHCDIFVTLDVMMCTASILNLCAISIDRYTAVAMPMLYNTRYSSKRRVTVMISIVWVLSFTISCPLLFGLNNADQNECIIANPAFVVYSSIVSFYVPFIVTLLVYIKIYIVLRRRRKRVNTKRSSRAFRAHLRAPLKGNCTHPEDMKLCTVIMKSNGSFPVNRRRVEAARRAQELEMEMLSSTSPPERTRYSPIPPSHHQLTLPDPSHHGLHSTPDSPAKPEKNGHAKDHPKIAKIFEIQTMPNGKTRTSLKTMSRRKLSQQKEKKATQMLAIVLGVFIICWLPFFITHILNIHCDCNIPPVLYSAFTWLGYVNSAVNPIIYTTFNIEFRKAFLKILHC
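Tetracycline-induced HEK293 T-REx cells with force-coupled D2 receptor, plated overnight at 30 C, loaded with no-wash calcium dye. After a 10 s baseline, compound was pin-added and calcium flux read kinetically for 180 s; calcium rises flagged agonists.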
LDHA block: blocks human lactate dehydrogenase A. purified LDHA, NADH/diaphorase-resazurin fluorescence; active compounds read low. activity change, % (values are at about 110 or 230 µM). actives 0.15% (n = 480,000). AID 1347041; in the data active = activity change below about -30%; inconclusive = mostly about -25% to -30%;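 also: plate controls were DMSO wells for no effect and wells without enzyme for full effect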
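Resorufin fluorescence (ex540/em590), read at 0 and 20 min after diaphorase/resazurin addition, reports the NADH left after a 5 min room-temperature reaction of 2 nM human LDH5 with 0.06 mM NADH and 0.2 mM pyruvate.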
Vif-A3F inh: Vif-A3F binding inhibition; HeLa A3F-eYFP + Vif (tagged APOBEC3F with the HIV-1 protein that degrades it), YFP fluorescence increase; Potency, µM (series often up to 46.1 µM), for inactives: top-dose activity, negative = active; actives 0.2% (n = 390,000); also: potency is read from the fitted curve at half-maximal effect; % of control where 0% means no effect; nearly all actives have a fitted effect of over 65% in size
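HeLa cells stably expressing A3F-eYFP plus Vif, plated and incubated overnight at 37 deg C, then exposed to compounds overnight at 37 deg C. Blocked degradation read as raised yellow fluorescence (Ex 488/Em 500-530).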
GRP78 ERSR act: induces the endoplasmic reticulum stress response in human glioma cells; U87-MG GRP78 promoter luciferase reporter, 16 h; Potency, µM, for the others: at the highest dose activation, actives largely listed as activators; actives 0.02% (n = 420,000); also: potency is read from the fitted curve at half-maximal effect; series mostly up to about 76 µM; % of control where 0% means no effect; nearly all actives have a fitted effect of over 35% in size
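ERSR induction read as luciferase luminescence (Bright-Glo, 10 min at room temperature) in stably transfected human U87-MG glioma cells exposed to compounds for 16 h, using GRP78 as sensor.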
ERG Ets-DNA blk: ERG Ets/DNA interaction inhibition; fluorescence polarization, His-ERG Ets domain / labelled DNA; Potency, µM (titrated, usually from 76.9 µM), inactives show at the highest dose FP activity, negative = inhibition, most hits filed as inhibitors; actives 0.028% (n = 370,000); active = well fitted inhibition curve with a large enough effect in the polarisation, with a control signal flat; inconclusive = small, poorly fitted or top-dose-only effect, or effect the other way, or a change in a side signal; inactive = no such curve, though single readings can be large or run the other way; the % refers to the polarisation;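 also: polarization taken with two DNA probes labelled with fluorescein and Texas red; potency is read from the fitted curve at half-maximal effect; % of control where 0% means no effect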
Target sequence (P11308 whole entry, looked up, the tested form may be a part): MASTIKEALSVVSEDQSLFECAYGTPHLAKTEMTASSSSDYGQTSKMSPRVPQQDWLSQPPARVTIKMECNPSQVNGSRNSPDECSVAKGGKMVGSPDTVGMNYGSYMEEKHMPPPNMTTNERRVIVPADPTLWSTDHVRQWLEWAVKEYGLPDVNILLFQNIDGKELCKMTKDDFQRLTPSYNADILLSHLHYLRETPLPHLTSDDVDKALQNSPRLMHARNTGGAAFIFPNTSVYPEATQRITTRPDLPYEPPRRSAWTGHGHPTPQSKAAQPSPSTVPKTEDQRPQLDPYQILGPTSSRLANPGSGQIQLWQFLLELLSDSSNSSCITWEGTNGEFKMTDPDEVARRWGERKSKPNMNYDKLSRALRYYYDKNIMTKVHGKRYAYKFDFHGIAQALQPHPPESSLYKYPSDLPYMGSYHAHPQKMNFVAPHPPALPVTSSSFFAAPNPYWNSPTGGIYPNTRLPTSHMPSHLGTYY
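His-tagged ERG Ets domain (1 uM in the protein solution; 300mM KCl, 50mM Tris-HCl, 1mM EDTA, 1mM DTT, pH 7.5) received compound, then a probe mix of 5 nM fluorescein-DNA and 100nM Texas-615-DNA. Fluorescence polarization was read for both dyes.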
RGS4 inh: inhibitors of human regulator of G protein signaling 4; P49798; Transcreener GDP fluorescence polarization, RGS4-accelerated GTP hydrolysis; Potency, µM (series often up to 114 µM), for the others: at the highest dose activity change, negative = inhibition, usual class: inhibitors; actives 0.039% (n = 390,000); also: potency is read from the fitted curve at half-maximal effect; % is scaled to controls: 0 for no effect and ±100 for the full control effect; nearly all actives have a fitted effect of over 75% in size; some results filed as inactive show a strong effect at the top dose
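MLSMR compounds (23 nl, pin-transferred) preincubated 10 min at room temperature with a 500nM (2x) first reagent, then RGS4 at 900nM (2x) plus Transcreener GDP mix added; fluorescence polarization (620/688 nm) read before and after 90 min at 30 °C.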
D2 antag: antagonizes the human D2 dopamine receptor; HEK293 TREx D2 cells, calcium flux, dopamine EC80; P14416; inhibition, % at 10 µM; actives 2% (n = 340,000); AID 485344; in the data active = inhibition above about 30%; also: 0% is about no effect
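Tetracycline-induced HEK293 T-REx cells expressing D2 force-coupled to calcium signalling were dye-loaded, exposed to compound for 180 s, then challenged with an EC80 of dopamine; calcium flux was followed kinetically for a further 180 s.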
ALOX12 inh: ALOX12 (human) lipoxygenase inhibition | actives 1.1% (n = 580,000) | Potency, µM (highest dose often 108 µM), without a hit: at the top dose activity change, negative = inhibition, usual class: inhibitors | purified 12hLO, xylenol orange hydroperoxide absorbance; also: potency is read from the fitted curve at half-maximal effect; % is scaled to controls: 0 for no effect and ±100 for the full control effect
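Purified human 12hLO at 150 nM in 25 mM Hepes, 0.01% Triton X-100, pH 7.0, preincubated 15 min at room temperature with compound. Reaction started with 40 uM arachidonic acid, 30 min at room temperature. Hydroperoxide measured by Fe-xylenol orange, 573/405 nm absorbance ratio.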
Vif-APOBEC3G blk: inhibitors of Vif-APOBEC3G interaction; HeLa A3G-eYFP + Vif (tagged APOBEC3G with the HIV-1 protein that degrades it), YFP fluorescence, overnight; Potency, µM (series often up to 46.1 µM), inactives show at the top dose activity, negative = active, most hits filed as inhibitors; AID 602310; actives 0.076% (n = 410,000);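 also: potency is read from the fitted curve at half-maximal effect; % is scaled to controls: 0 for no effect and ±100 for the full control effect; nearly all actives have a fitted effect of over 60% in size; hits raise eYFP signal because A3G escapes Vif-driven loss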
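Read-out is eYFP fluorescence (Ex 488/Em 500-530) from Vif-expressing HeLa A3G-eYFP cells; more signal means A3G escaped Vif-mediated degradation. Cells plated overnight, compound pinned in, incubated overnight at 37 deg C.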
Active calls of the source: *; u = inconclusive; x = no result given; [ ] = another dose, or the depositor's remark. Unless noted, calls follow the shape of the dose curve; as a rule, active = well fitted curve in the direction sought with a large enough effect; inconclusive = small, poorly fitted or top-dose-only effect, or another doubt; inactive = no such curve, though single readings can be large; an effect the other way counts as inactive or inconclusive.

1	O=c1[nH]cnc2c1C1(CCCC1)Cc1ccccc1-2
2	COc1ccc(CN(Cc2ccco2)C(=O)COc2ccccc2OC)cc1
3	CCOC(=O)C(C)N1c2cccc3cccc(c23)S1(=O)=O (stereo not given)
4	C/C(=N/NS(=O)(=O)c1ccc(C)cc1C)c1c[nH]c2ccccc12
5	O=C(NCCCN1CCCC1=O)C1CCN(S(=O)(=O)N2CCOCC2)CC1
6	CC(C)C(NS(=O)(=O)c1ccccc1F)C(=O)OCC(=O)NCc1ccco1 (stereo not given)
7	Cc1nc(NCc2ccco2)c2oc3ccccc3c2n1
8	CCCc1cc(=O)[nH]c(SCC(=O)c2ccc(S(=O)(=O)N3CCCC3)cc2)n1

entry no. | 1 | 2 | 3 | 4 | 5 | 6 | 7 | 8
D2 ag | 0.5 | -1.2 | x | 1.1 | 0.3 | -0.7 | -0.4 | -0.4
LDHA block | -4 | 2 | -5 | -2 | -6 | -7 | -4 | 3
Vif-A3F inh | -9% | 0% | -4% | -5% | u | -13% | 4% | -8%
GRP78 ERSR act | -5% | -5% | -6% | -4% | -1% | -6% | -3% | -1%
ERG Ets-DNA blk | -4% | 0% | x | 3% | -1% | 1% | -4% | -6%
RGS4 inh | 20% | 18% | x | 28% | 6% | -21% | -21% | -35%
D2 antag | -6 | x | x | -4 | -13 | -10 | -3 | 11
ALOX12 inh | u | u | u | u | -18% | -4% | u | -37%
Vif-APOBEC3G blk | -4% | -1% | -3% | -5% | 2% | 4% | -4% | -4%

9	N#Cc1ccccc1CSc1ccc(-c2nc3ccccc3[nH]2)cn1
10	CC(C)CNC(=O)c1coc(=O)c(Br)c1
11	COc1cccc(/C=C/C(=O)c2ccc(C)c([N+](=O)[O-])c2)c1
12	O=C(Nc1cccnc1)c1cc([N+](=O)[O-])ccc1Cl
13	O=C(NCc1ccccc1)c1ccc(C(=O)N(C2CCCCC2)C2CCCCC2)cc1
14	CCCC(=NCCc1c(C)[nH]c2ccccc12)C1=C(O)CC(c2ccccc2)CC1=O (stereo not given)
15	CCCCP(=O)(CCCC)CCP(=O)(c1ccccc1)c1ccccc1
16	O=C(/C=C/c1ccccc1)C1=C(O)C(=O)N(CCO)C1c1ccc2c(c1)OCO2 (stereo not given)

entry no. | 9 | 10 | 11 | 12 | 13 | 14 | 15 | 16
D2 ag | x | -0.4 | 1.6 | 0.0 | x | 25 | -0.4 | -0.4
LDHA block | -8 | 0 | 0 | 0 | 4 | 3 | -1 | 2
Vif-A3F inh | -1% | -23% | -11% | 1% | 0% | 0% | 16% | -2%
GRP78 ERSR act | 8% | -16% | -2% | -2% | -6% | -4% | -3% | 0%
ERG Ets-DNA blk | x | 5% | -4% | -3% | -7% | 0% | 6% | 2%
RGS4 inh | -14% | 6% | -50% | -4% | 15% | -2% | 2% | -30%
D2 antag | x | 6 | 2 | -1 | x | -7 | 2 | 16
ALOX12 inh | -9% | u | -12% | 0% | -21% | u | 0% | 7.9µM*
Vif-APOBEC3G blk | -9% | u | -3% | 3% | 2% | u | 1% | 9%

17	COc1ccc(C2C(C#N)=C(N)Oc3c2oc(CO)cc3=O)c(OC)c1OC (stereo not given)
18	COc1ccc(C(=O)Nc2nnc(SCc3cc(=O)n4cccc(C)c4n3)s2)cc1
19	Cc1ccc(OCC(=O)Nc2sc3c(c2C#N)CC(C)(C)NC3(C)C)cc1
20	COc1ccc(/C=N/NC(=O)c2cc(-c3cccn3C)n[nH]2)cc1OC
21	O=C(CN1CCOCC1)N/N=C/c1ccco1
22	C[C@@H]1CN([C@H](C)CO)C(=O)CCCn2nncc2CO[C@H]1CN(C)C(=O)C1CCCCC1
23	Cc1ccc(S(=O)(=O)NCCC(=O)NC2CCCC2)cc1
24	CCCN1CCN(C(=S)Nc2ccccc2C(F)(F)F)CC1

entry no. | 17 | 18 | 19 | 20 | 21 | 22 | 23 | 24
D2 ag | 1.3 | 0.2 | 0.3 | x | -0.2 | x | -0.2 | -0.3
LDHA block | 2 | -1 | -6 | -7 | -2 | -13 | -6 | -4
Vif-A3F inh | -1% | -9% | 9% | -7% | 7% | -7% | 9% | 9%
GRP78 ERSR act | -1% | -1% | -2% | 1% | -2% | 0% | -7% | -6%
ERG Ets-DNA blk | 1% | 2% | -1% | 0% | 2% | x | -8% | x
RGS4 inh | -5% | -16% | -9% | -7% | 4% | x | -19% | -3%
D2 antag | 4 | x | 8 | x | -17 | x | -13 | -11
ALOX12 inh | -19% | -13% | 1% | -3% | 6% | 3% | -8% | 14%
Vif-APOBEC3G blk | 1% | 2% | -8% | -12% | 1% | -1% | -4% | -3%

One compound at a time (already shown):
CCCN1CCN(C(=S)Nc2ccccc2C(F)(F)F)CC1 is listed as D2 ag = -0.3; LDHA block = -4; Vif-A3F inh = 9%; GRP78 ERSR act = -6%; ERG Ets-DNA blk = x; RGS4 inh = -3%; D2 antag = -11; ALOX12 inh = 14%; Vif-APOBEC3G blk = -3%
Cc1ccc(S(=O)(=O)NCCC(=O)NC2CCCC2)cc1 is listed as D2 ag = -0.2; LDHA block = -6; Vif-A3F inh = 9%; GRP78 ERSR act = -7%; ERG Ets-DNA blk = -8%; RGS4 inh = -19%; D2 antag = -13; ALOX12 inh = -8%; Vif-APOBEC3G blk = -4%

Continued.
25	Cn1nnnc1SCC1=C(C(=O)O)N2C(=O)C(NC(=O)Cn3nc(C(F)F)cc3C3CC3)C2SC1 (stereo not given)
26	OCCNCc1ccc(OCc2ccc(Cl)cc2Cl)cc1
27	COc1ccc(-c2noc(CN(C)C(=O)c3ccoc3C)n2)cc1
28	Cn1cccc1/C=N/NC(=O)c1sc2ccccc2c1Cl
29	Cn1c(N2CCCC2)nc2c1c(=O)n(Cc1cccc(F)c1)c(=O)n2C
30	CCCn1nnc(NC(=O)c2cccnc2Cl)n1
31	Cc1cccc(C(=O)NCC(=O)N2CC(=O)Nc3ccccc32)c1
32	C/C(CC(=O)NCc1ccco1)=N\NC(=O)c1ccc(Cl)cc1Cl

entry no. | 25 | 26 | 27 | 28 | 29 | 30 | 31 | 32
D2 ag | -1.7 | 0.6 | -3.0 | -1.0 | 0.1 | -1.9 | 2.1 | 0.6
LDHA block | -1 | 3 | -10 | 1 | -12 | -1 | 0 | -9
Vif-A3F inh | 5% | u | 5% | 2% | -10% | 6% | 1% | 1%
GRP78 ERSR act | -2% | -1% | 1% | 5% | 1% | 2% | 0% | -3%
ERG Ets-DNA blk | 1% | 2% | 6% | 7% | 1% | -18% | 6% | 9%
RGS4 inh | -21% | -1% | 12% | -17% | -7% | 15% | 14% | 9%
D2 antag | 2 | 12 | 6 | -20 | 7 | 4 | 8 | -5
ALOX12 inh | -17% | u | -1% | 5% | 0% | 21% | -9% | -4%
Vif-APOBEC3G blk | 0% | -4% | 0% | u | -1% | 0% | -4% | 0%

33	CCOc1c(OC(C)=O)ccc(/C=C/c2ccc3cccc(OC(C)=O)c3n2)c1[N+](=O)[O-]
34	COc1ccc(C(C(=O)NC2CCCC2)N(Cc2cccnc2)C(=O)Cc2cccs2)c(OC)c1 (stereo not given)
35	C=CCn1c(C(CCC(C)C)CC(C)(C)O)n[nH]c1=S (stereo not given)
36	COc1ccc(C2c3c(oc4ccc(Cl)cc4c3=O)C(=O)N2CCCN(C)C)cc1OC (stereo not given)
37	O=C(Oc1cccc(N2C(=O)CCC2=O)c1)C1CC(=O)N(c2ccc(Br)cc2)C1 (stereo not given)
38	O=C(Nc1ccccc1)c1cc(C2CCCCN2S(=O)(=O)c2ccccc2)on1 (stereo not given)
39	CCOC(=O)C1CCCN(Cc2cc(=O)oc3cc(C)c(C(C)C)cc23)C1 (stereo not given)
40	CN1CCN(c2nc(-c3ccc(Br)cc3)nnc2-c2ccccc2)CC1

entry no. | 33 | 34 | 35 | 36 | 37 | 38 | 39 | 40
D2 ag | 0.4 | -3.0 | 0.8 | 1.1 | -0.4 | x | -1.3 | x
LDHA block | -4 | -7 | -5 | 7 | -18 | -1 | 3 | -2
Vif-A3F inh | -9% | 7% | -9% | 1% | 2% | x | 8% | -1%
GRP78 ERSR act | 9% | 1% | -2% | -4% | 2% | 4% | 0% | 1%
ERG Ets-DNA blk | 3% | 7% | -11% | -14% | x | x | -2% | -10%
RGS4 inh | 17% | 4% | -13% | -12% | -5% | x | 24% | 0%[11.4 µM]
D2 antag | -14 | 7 | 16 | x | 0 | x | -6 | x
ALOX12 inh | -27% | 24% | u | 1% | 5% | 0% | -4% | 5%
Vif-APOBEC3G blk | 4% | -4% | -1% | -7% | -2% | -1% | -5% | -5%

41	Cn1cnc2c(oc3ccccc32)c1=O
42	Cn1c(CCC(=O)O)nc2cc(S(=O)(=O)N3CCCCC3)ccc21
43	O=C(NC1CC1)c1cccc2c1C(=O)c1ccc(N3CCC(N4CCCCC4)CC3)cc1S2(=O)=O
44	Cc1ccc([C@H]2N[C@]3(CCCN(Cc4ccco4)C3=O)[C@H]3C(=O)N(C)C(=O)[C@@H]23)cc1

entry no. | 41 | 42 | 43 | 44
D2 ag | x | 0.5 | x | x
LDHA block | -10 | -2 | -3 | -8
Vif-A3F inh | -8% | 5% | 0% | 0%
GRP78 ERSR act | -3% | -4% | -4% | -8%
ERG Ets-DNA blk | 2% | 10% | x | x
RGS4 inh | 0% | -47% | x | x
D2 antag | x | 33* | x | x
ALOX12 inh | 0% | u | -21% | u
Vif-APOBEC3G blk | 4% | -1% | 1% | 1%

Screening data (PubChem)

This is a subset. The share of hits here may be higher or lower than overall.
